STAT1 act = STAT1 signaling activation; activation (% of control), % at 5.5 µM; 200,000 tested, 2.6% active; NIH 3T3 STAT1-luciferase reporter, IFN-gamma, luminescence; 100% = IFN-gamma alone, no compound;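 active = activation above the screen-wide mean activation plus 3 SD, cut at about 130% in these data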;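 note: raw ratio to IFN-gamma control signal so 100% means no change and 0% no light; values of inactives mirror those of a sister screen read the other way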
APP 5'UTR act = APP 5'UTR luciferase reporter activation. SH-SY5Y APP 5'UTR luciferase reporter, luminescence; zero percent = DMSO vehicle wells. activation, % at 2 µM. 190,000 tested, 1% active. AID 1276;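 active = activation above a set limit, based on mean plus 3 SD of controls, cut at about 140% in these data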; note: values of inactives mirror those of a sister screen read the other way
STAT3 inh = inhibitors of IL-6 induced STAT3 signaling. U3A cells, IL-6 STAT3-luciferase reporter, luminescence; host cell line lacks STAT1. inhibition, % at 5.5 µM. 190,000 tested, 0.89% active. AID 862;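 active = inhibition above the mean inhibition across all screened compounds plus 3 SD, cut at about 44% in these data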;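 note: 0% = DMSO only wells and 100% = 100 µM nifuroxazide control wells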
STAT1 inh = STAT1 signaling inhibition; NIH 3T3 STAT1-luciferase reporter, IFN-gamma, luminescence; inhibition, % at 5.5 µM; 200,000 tested, 0.35% active; AID 920;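 active = inhibition above a set limit, the mean inhibition across all tested compounds plus 3 SD, cut at about 34% in these data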;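 note: 0% = IFN-gamma with DMSO and 100% = IFN-gamma with 300 µM nifuroxazide; values of inactives mirror those of a sister screen read the other way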
TLR4-MyD88 BLA = TLR4-MyD88 interaction inhibition in cells. O00206+Q99836. HeLa CL3-4 TLR4/MyD88 BLA complementation, FRET ratio. 200,000 tested, 0.18% active. inhibition, % at 8.4 µM; in the data active = inhibition above about 25%;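 note: 0% = vehicle and 100% = reference inhibitor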
Efa HMGR inh = E. faecalis class II HMG-CoA reductase inhibition; purified E. faecalis HMGR, NADPH absorbance 340 nm kinetic; inhibition, % at 10 µM; 190,000 tested, 0.41% active; AID 1066;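 active = inhibition above a set limit, the median over all tested compounds plus 3 SD, cut at about 9.5% in these data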;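 note: enzyme runs in reverse so mevalonate oxidation gives rising NADPH absorbance; 0% = complete reaction with DMSO and 100% = background rate lacking mevalonate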
Hsp70 act = transcriptional activators of Hsp70 | 200,000 tested, 0.04% active | activation, % at 10 µM | HeLa Hsp70 promoter luciferase reporter, luminescence; scaled: vehicle 0, proteasome-inhibitor control 100%;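 active = activation above the mean across all tested compounds plus 3 SD, cutoff set per campaign, cut at about 5.5% in these data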;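 note: 100% = MG132 at 30 µM as the positive control and 0% = DMSO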
NF-kB neuron act = raises NF-kB expression in human neuronal cells | NF-kB reporter expression; active compounds read high | AID 1239 | fold change at 12.5 µM | 190,000 tested, 1.6% active; in the data active = fold change above about 3.3
STAT3 activator = increases IL-6 driven STAT3 reporter signal | U3A cells, IL-6 STAT3-luciferase reporter, luminescence; 100% = signal with IL-6 EC80 alone | activation (% of control), % at 5.6 µM | 190,000 tested, 0.91% active | AID 871;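 active = activation above the screen-wide mean of compound activation plus 3 SD, cut at about 130% in these data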;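 note: 0% = background luminescence of wells with medium and substrate only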
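Material: STAT3-luciferase reporter U3A cells; Probe or stimulus: IL-6 (33 ng/mL); Incubation: compound pre-incubation 1 h before IL-6, then 6 h stimulation at 37 °C; Technique: luminescence from STAT3-driven luciferase reporter; Evaluation: % activation versus median of IL-6-stimulated wells; Controls: IL-6-only high control.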
DTT redox prof = compounds producing H2O2 with reducing agent – biochemical, NIH compound library profiling, artefact control for MLSCN library redox annotation, primary screen | DTT-dependent redox cycling H2O2, phenol red/HRP absorbance; 100% = 100 µM peroxide control, 0% = buffer | activation, % at 10 µM | 200,000 tested, 0.03% active;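 active = activation of at least 50% relative to the plate's high and low controls in the primary single-dose screen; inactive = activation below 50%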;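 note: compound incubated with DTT at 0.8 mM final as the reducing agent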
An asterisk follows results filed as active; . = not tested or not shown. Rows were taken by chance; overall some 5.6% were active at least once.

Values run as follows: STAT1 act	APP 5'UTR act	STAT3 inh	STAT1 inh	TLR4-MyD88 BLA	Efa HMGR inh	Hsp70 act	NF-kB neuron act	STAT3 activator	DTT redox prof
COc1ccc(OCC(O)Cn2c(Nc3cccc(C)c3)nc3c2c(=O)n(C)c(=O)n3C)cc1 (configuration not stated)
 : 102	5	-2	-3	-11	-5	-0.2	1.1	105	2.7
O=C(COC(=O)c1ccccn1)NCc1ccccc1
 : 102	.	9	-3	-10	4	0.0	1.4	98	-1.7
COC(=O)C1=C(C)NC(=O)C1(NS(=O)(=O)c1ccc(NC(C)=O)cc1)C(F)(F)F (configuration not stated)
 : 105	-5	-14	-6	5	-3	-0.2	0.97	109	0.2
C=CCNC(=O)CCc1nnc(C2(c3ccc(Cl)cc3)CCC2)o1
 : 140*	57	-8	-46	17	-3	-0.1	2.9	114	-0.9
CC(C)NC(=O)CSc1nncn1-c1ccccc1
 : 101	-6	2	-3	2	-5	0.0	1	102	0.2
C[C@@H](C(=O)N[C@H](C(=O)O)c1ccccc1)n1nnc2ccccc2c1=O
 : 99	-2	-4	1	1	-1	-0.1	1.3	102	-0.5
CCC(c1nnnn1CCOC)N(Cc1cc2cc(C)c(C)cc2[nH]c1=O)CC1CCCO1 (configuration not stated)
 : 107	10	10	-7	-14	-2	0.2	0.68	96	2.6
O=C(Nc1ccccc1C1CC1)c1cccs1
 : 94	5	14	6	2	-2	0.1	1.3	90	2.5
COc1cc2c(cc1NC(=O)C(C)Sc1nc3ccccc3n1C)oc1ccccc12 (configuration not stated)
 : 97	6	-22	4	12	-3	-0.5	0.87	119	1.8
Cc1ccc(-n2c(=S)[nH]c3c(oc4ccccc43)c2=O)cc1C
 : 107	3	-4	-7	-3	-6	-0.5	0.72	99	0.6
COC(=O)c1sccc1-n1cccc1C(=O)C(=O)Nc1ccc(F)cc1
 : 93	9	-16	5	-3	-5	1.4	0.91	126	-0.9
CCOc1cc(S(=O)(=O)n2cnc(C)c2)ccc1Cl
 : 89	-4	9	11	-4	-4	-0.5	1.1	94	0.3
Clc1ccccc1Cc1noc(CN2CCN3CCCC3C2)n1 (configuration not stated)
 : 96	9	3	2	-18	2	0.1	1.2	102	-1.0
Cc1ccc(C)c(C(=O)COc2ccccc2[N+](=O)[O-])c1
 : 92	12	-15	11	-17	2	0.3	2.5	110	-0.6
CC(C)(CSc1nncn1/N=C/c1ccco1)NS(=O)(=O)c1ccc(Cl)cc1
 : 100	-16	4	0	2	-7	0.1	1.2	99	0.9
NS(=O)(=O)c1ccc(NC(=S)NCc2cccc(Cl)c2)cc1
 : 107	-3	4	-8	-3	0	0.0	1.2	96	0.2
CCOC(=O)N1CCN(C(=O)C(NS(=O)(=O)c2cccc3nsnc23)c2ccccc2)CC1 (configuration not stated)
 : 98	7	2	2	-20	-4	-0.5	1.4	103	2.4
COc1ccc(C(=O)/C=C/c2cn(CC(O)CN3CCOCC3)c3ccccc23)cc1 (configuration not stated)
 : 117	5	-4	-19	0	0	-0.2	0.73	105	0.8
Cc1cc(-c2n[nH]c(=S)n2/N=C/C(Cl)=C/c2ccccc2)n[nH]1
 : 94	-4	-4	6	11	-6	-0.2	1.9	99	0.5
COc1cccc(NC(=O)CCN2C(=O)c3ccc([N+](=O)[O-])cc3C2=O)c1
 : 101	-1	15	-1	-7	-5	-0.1	1.1	93	0.1
O=C(Cc1ncc(C(F)(F)F)cc1Cl)Nc1ccc(F)cc1
 : 102	0	1	-2	1	0	-0.3	0.96	104	1.2
Fc1ccccc1N1CCN(c2nc(-c3cccs3)nc3ccccc23)CC1
 : 97	-12	25	3	-16	1	-0.2	0.99	84	0.5
NC(=O)C1C(c2ccccc2)=C1c1ccccc1
 : 97	13	13	3	2	-2	-0.1	1	93	1.7
O=C(CN1CCN(C(c2ccccc2)c2ccccc2)CC1)N1CCOCC1
 : 98	12	-1	2	-11	1	0.1	0.95	105	-0.8
OCCNCc1cccc2ccccc12
 : 103	1	10	-5	-7	-4	-0.1	1.2	94	0.3
O=c1cc(CN2CCCCC2)nc(C2CC2)[nH]1
 : 103	-5	1	-4	4	-1	0.2	0.94	106	0.0
O=C(Nc1ccccc1OC(F)F)c1ccc(F)cc1
 : 103	-9	5	-3	1	2	0.1	1.1	100	-3.2
COc1ccccc1N1C(=O)CC(Sc2n[nH]c(-c3cccc(C)c3)n2)C1=O (configuration not stated)
 : 94	-8	4	7	6	-1	-0.3	1.1	100	0.2
CCOC(=O)c1c(NC(=O)Cn2nnc(-c3ccccc3Cl)n2)sc(C)c1C
 : 101	1	6	-1	12	1	-0.1	1.2	98	1.8
CCN(CC)CCC#CC(O)(c1ccccc1)C1CCCCC1 (configuration not stated)
 : 105	-1	-5	-7	17	-4	-0.3	1.1	107	0.1

The list continues.
smiles,STAT1 act,APP 5'UTR act,STAT3 inh,STAT1 inh,TLR4-MyD88 BLA,Efa HMGR inh,Hsp70 act,NF-kB neuron act,STAT3 activator,DTT redox prof
O=C(NCc1cccs1)c1ccc2c(c1)OCCO2,104,12,-4,-5,-5,-1,0.2,1.6,107,3.1
CN(C(=O)COC(=O)c1ccccc1Nc1ccccc1)C1CCS(=O)(=O)C1 (configuration not stated),109,5,0,-10,-3,-2,-0.1,0.91,101,1.9
Cc1ccc(NCc2nnc(SCC(=O)Nc3ncc(C)s3)n2CC2CCCO2)c(C)c1 (configuration not stated),94,11,9,6,-3,-1,-0.2,0.89,95,-1.8
CC1SCC(=O)N(CC(=O)NCCc2ccccc2)C1=O (configuration not stated),101,12,8,-3,-11,-8,-0.1,1.1,103,-1.7
COc1ccc(NC(=O)c2cc([N+](=O)[O-])ccc2O)cc1,14,-12,105*,94*,-16,-5,-0.5,.,11,-0.7
CCOC(=O)c1sc(=NC(=O)c2cccc(OC)c2)n(C)c1C,123,5,5,-25,11,-4,-0.1,1.2,98,0.6
Clc1ccccc1CSc1ncn(-c2ccccc2)n1,131*,83,-18,-33,-4,-3,-0.1,2.5,118,2.8
O=C(Cn1c(CO)nc2ccccc21)NC1CCCCCC1,96,-10,7,4,-11,0,0.2,1.1,98,-0.6
Cc1cc(NC(=O)c2cc3ncc(Br)cn3n2)no1,104,-12,5,-4,-1,-2,-0.5,1,97,0.1
Cc1cc(Cl)cc(C)c1OCCCCN1CCOCC1,104,-20,2,-5,-9,-2,-0.6,1.2,100,0.3
O=[N+]([O-])c1cccc(/C=C2\CCC(/C=N/Nc3ccc4ccccc4n3)=C2N2CCOCC2)c1,104,21,-2,-1,-14,-3,-0.1,0.93,100,0.5
N#Cc1c(Nc2ccccc2)c(C=NCCN2CCOCC2)c[nH]c1=O,98,8,9,3,8,-2,0.2,1.1,95,2.5
COc1ccccc1NC(NC(=O)c1ccco1)C(=O)c1ccccc1 (configuration not stated),106,4,-7,-6,9,-6,0.0,1.1,109,1.1
Cc1ccc(S(=O)(=O)NC(=O)Nc2ccccc2F)cc1,92,-15,2,8,-2,-6,-0.4,1.1,99,0.4
Cc1nnc(NC(=O)c2cccc(S(=O)(=O)N3CCc4ccccc43)c2)s1,93,11,12,8,-8,1,-0.5,1.1,89,-0.1
O=C(Nc1nc(-c2ccc3ccccc3c2)cs1)c1ccc(N2C(=O)CCC2=O)cc1,106,-44,7,-7,2,-4,-0.3,1.3,94,0.2
CCN(CC)c1ccc(C=Nc2cc(C)ccc2C)c(O)c1,99,-4,-12,1,-16,2,-0.2,1.5,113,0.1
COc1cccc(C(C(=O)NC2CCCC2)N(Cc2ccco2)C(=O)c2ccco2)c1OC (configuration not stated),99,13,1,1,-6,-9,-0.1,0.92,101,1.7
NC(=O)c1nn(-c2cccc(Cl)c2)c(=O)cc1O,87,7,7,14,-13,0,-0.2,1.2,98,-7.4
COc1cc(/C=N/N2CCN(C3c4ccccc4-c4ccccc43)CC2)cc(OC)c1O,104,-3,-3,-4,-4,-6,0.5,1.2,99,0.8
CCCn1c2ccccc2c2nnc(SCC(=O)Nc3nnc(CC(=O)OCC)s3)nc21,99,-19,7,1,-7,3,-0.2,1.2,99,0.1
CC(=O)Nc1ccc(S(=O)(=O)N/N=C/c2ccc(C)s2)cc1,114,17,-1,-16,-8,-3,-0.1,1.9,103,-0.1
CCC(C)(C)NC(=O)CN(CCc1cccc(C)c1)C(=O)c1csnn1,104,16,4,-6,-1,0,-0.4,1.1,101,-0.6

A draw from above in order of count of non-hydrogen atoms, smallest number first.
smiles,STAT1 act,APP 5'UTR act,STAT3 inh,STAT1 inh,TLR4-MyD88 BLA,Efa HMGR inh,Hsp70 act,NF-kB neuron act,STAT3 activator,DTT redox prof
O=C(NCc1cccs1)c1ccc2c(c1)OCCO2,104,12,-4,-5,-5,-1,0.2,1.6,107,3.1
Clc1ccccc1CSc1ncn(-c2ccccc2)n1,131*,83,-18,-33,-4,-3,-0.1,2.5,118,2.8
CC1SCC(=O)N(CC(=O)NCCc2ccccc2)C1=O (configuration not stated),101,12,8,-3,-11,-8,-0.1,1.1,103,-1.7
CC(=O)Nc1ccc(S(=O)(=O)N/N=C/c2ccc(C)s2)cc1,114,17,-1,-16,-8,-3,-0.1,1.9,103,-0.1
CCOC(=O)c1sc(=NC(=O)c2cccc(OC)c2)n(C)c1C,123,5,5,-25,11,-4,-0.1,1.2,98,0.6
CCC(C)(C)NC(=O)CN(CCc1cccc(C)c1)C(=O)c1csnn1,104,16,4,-6,-1,0,-0.4,1.1,101,-0.6
CN(C(=O)COC(=O)c1ccccc1Nc1ccccc1)C1CCS(=O)(=O)C1 (configuration not stated),109,5,0,-10,-3,-2,-0.1,0.91,101,1.9
COc1cc(/C=N/N2CCN(C3c4ccccc4-c4ccccc43)CC2)cc(OC)c1O,104,-3,-3,-4,-4,-6,0.5,1.2,99,0.8

Compound activity: PubChem, several laboratories
